# HT1080 IDH1KD tx – qHTS for induction of synthetic lethality in tumor cells producing 2HG: qHTS for the HT-1080-IDH1KD cell line; HT-1080 IDH1 knockdown viability, ATP luminescence, 48 h; AID 686971, 2013; 2% of 360,000 active; Potency, µM (highest dose often 46.1 µM), for the others: top-dose activity, negative = toxicity, usual class: cytotoxic;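 note: potency is the fitted concentration of half-maximal effect; 0% = DMSO wells and -100% = cell-free medium wells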
#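 Assay cells: HT-1080 with IDH1 knockdown, 750 per well, RPMI/5% FBS. Exposure: 48 h at 37 °C following 2 h pre-incubation. Read: CellTiter-Glo luminescence; fitted concentration-response, curve class assigned.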
# MCF10A rereplic – A quantitative high throughput screen for small molecules that induce DNA re-replication in MCF 10a normal breast cells; MCF 10A DNA re-replication, Hoechst nuclear intensity, 48 h; Potency, µM (top dose mostly 46.1 µM), for inactives: at the top dose activity, positive = re-replication, usual class: activators; 2.9% of 350,000 active; note: potency is the fitted concentration of half-maximal effect; % of control where 0% means no effect; nearly all actives have a fitted effect of over 50% in size
# HepG2 viability – qHTS for Inhibitors of TGF-b: Cytotox Counterscreen; HepG2 CAGA-GFP viability, ATP luminescence, 18 h; Potency, µM (series often up to 46.1 µM), without a hit: at the top dose activity change, negative = cytotoxicity, most hits filed as cytotoxic; AID 588856, 2011; 0.76% of 410,000 active; note: potency is the fitted concentration of half-maximal effect; some results filed as inactive show a strong effect at the top dose
#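 HepG2 CAGA-GFP cells (1000/well, DMEM with 1% FBS) received compound, then TGF-beta at 500 pg/mL final, and were incubated 18 hours at 37 degrees C. Viability was read by CellTiter-Glo luminescence. Media-only wells were set as complete cell-killing and DMSO as no toxicity.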
# SW480 rerep – A quantitative high throughput screen for small molecules that induce DNA re-replication in SW480 colon adenocarcinoma cells. 1.8% of 340,000 active. SW480 DNA re-replication, Hoechst DNA content imaging, 48 h. Potency, µM (series often up to 46.1 µM), inactives show at the highest dose re-replication activation, usual class: activators; note: potency is the fitted concentration of half-maximal effect; % of control where 0% means no effect; nearly all actives have a fitted effect of over 55% in size
#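 Image-based DNA-content assay: after two days of treatment, nuclei were labelled with the DNA dye Hoechst and imaged, and hits were compounds raising the count of nuclei showing high fluorescence intensity.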
# KB-3-1 cytotox – qHTS assay for MDR1-selective chemotherapeutics: Primary screen using the parental adenocarcinoma cell KB-3-1 | 1.4% of 400,000 active | Potency, µM (top dose mostly 46.1 µM), inactives show at the top dose activity change, negative = cytotoxic, most hits filed as cytotoxic | KB-3-1 viability, CellTiter-Glo ATP luminescence, 72 h | AID 1347075, 2019; note: potency is the fitted concentration of half-maximal effect; % is set by controls: 0 for no effect and ±100 for the full control effect; nearly all actives have a fitted effect of over 60% in size
#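 Cytotoxicity in the drug-sensitive parental line KB-3-1 was scored as loss of CellTiter-Glo luminescence following 72 h incubation with compound. Values come from curve fitting of normalized concentration-response data.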
# IL1B secr inh – qHTS for Inhibitors of Inflammasome Signaling: IL-1-beta AlphaLISA Primary Screen | THP-1 LPS/ATP IL-1B secretion, AlphaLISA, 16 h; active compounds read low | 4.7% of 360,000 active | AID 743279, 2014 | activity change, % at 57.5 µM; in the data active = activity change below about -50%; inconclusive = mostly about -30% to -49%; note: % is set by controls: 0 for no effect and ±100 for the full control effect
#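 Secreted IL-1B measured by AlphaLISA bead assay after 16 h compound exposure of THP-1 cells; compounds (final up to 57.5 uM) added 1 h before LPS (250 ng/mL) and ATP (1.25 mM) stimulation; lower signal means less secretion.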
# ATXN viability – Viability Counterscreen for Primary qHTS for Inhibitors of ATXN expression | AID 651635, 2014 | Potency, µM (highest dose often 56.7 µM), usual class: cytotoxic | 0.49% of 400,000 active | S2 cells (HEK-293 line with an ATXN2-luciferase reporter) viability, CellTiter-Fluor protease fluorescence, 24 h; note: potency is the fitted concentration of half-maximal effect; nearly all actives have a fitted effect of over 40% in size
# ATXN2 expr inh – Primary qHTS for Inhibitors of ATXN expression | HEK-293 ATXN2-luciferase reporter, luminescence, 24 h | Potency, µM (series often up to 57 µM), for the others: at the highest dose activity change, negative = inhibition, actives largely listed as inhibitors | 0.72% of 360,000 active | AID 1745845, 2022; note: potency is the fitted concentration of half-maximal effect; % is set by controls: 0 for no effect and ±100 for the full control effect; nearly all actives have a fitted effect of over 55% in size
#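 ATXN2-luciferase reporter cells (luciferase flanked by upstream and downstream ATXN2 gene portions) were treated 24 h at 37 °C with compounds at up to 57 uM. SteadyGlo luminescence gave expression; GF-AFC fluorescence gave viability.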
# HT1080-NT tox – qHTS for induction of synthetic lethality in tumor cells producing 2HG: qHTS for the HT-1080-NT fibrosarcoma cell line. HT-1080-NT fibrosarcoma viability, CellTiter-Glo ATP luminescence, 48 h. Potency, µM (top dose mostly 46.1 µM), inactives show at the top dose activity, negative = less viability, hits mostly cytotoxic. 1.6% of 360,000 active;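 note: NT is the 2HG producing partner of a matched IDH1 knockdown line; potency is the fitted concentration of half-maximal effect; 0% = DMSO-treated cells and -100% = media-only wells without cells; nearly all actives have a fitted effect of over 55% in size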
#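 A 48-hour cytotoxicity screen used HT-1080-NT cells plated 2 hours before compound delivery. ATP-based CellTiter-Glo luminescence measured viability, normalized to DMSO and no-cell controls.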
# Starred values were filed as active, the others as inactive; i = inactive; ? = inconclusive; · = not tested or not shown; [ ] = another dose, or the depositor's remark. Unless noted, calls come from the whole dose curve; as a rule, active = well fitted curve in the direction sought with a large enough effect; inconclusive = small, poorly fitted or top-dose-only effect, or another doubt; inactive = no such curve, though single readings can be large; an effect the other way counts as inactive or inconclusive. Rows are unselected; overall some 8.9% were active at least once.
SMILES,HT1080 IDH1KD tx,MCF10A rereplic,HepG2 viability,SW480 rerep,KB-3-1 cytotox,IL1B secr inh,ATXN viability,ATXN2 expr inh,HT1080-NT tox
COC(=O)[C@@]12C[C@@H](CC(=O)N3CCOCC3)C(=O)N(Cc3ccco3)C1=CCC(C)(C)C2,-3.1%,·,·,·,3.6%,-12.4,·,·,6.9%
C=CCNC(=O)C1CCC(=O)N1S(=O)(=O)c1ccc(C)cc1 (configuration not stated),17.8%,-4.2%,-2.9%,-6.7%,11.9%,-2.2,i,-1.6%,1.1%
CC(c1nnnn1C1CCCCC1)N(Cc1ccccc1)Cc1cccnc1 (configuration not stated),-13.8%,?,-15.2%,-5.2%,-6.6%,4.8,i,-4.6%,-8.3%
C/C(=N/NC(=O)c1ccc(-c2ccccc2)cc1)c1cccc(O)c1,-20.6%,10.5%,-24.3%,2.2%,-0.2%,?,?,-13.6%,-13.6%
CCCCn1nnnc1C(c1ccccc1)N1CCN(c2ccc(C)cc2)CC1 (configuration not stated),-24.9%,·,·,·,-17.5%,-26.7,i,-12.9%,-20.5%
O=C(NC1CCCCCCC1)NC1CCCCC1,4.6%,4.1%,6.3%,1.5%,0.7%,-20.4,i,68.4%[activator],3.8%
CC(Sc1nc(NCc2ccccc2)nc(N2CCOCC2)n1)C(=O)Nc1ccccc1 (configuration not stated),-16.7%,2.6%,-37.5%,1.5%,-1.8%,20.8,i,-15.6%,-6.8%
Cc1ccc(NC(=O)C2Cc3ccccc3CN2C(=O)c2ccco2)cc1S(=O)(=O)N(C)C (configuration not stated),1.0%,-6.6%,3.1%,?,14.4%,-12.9,i,66.0%[activator],-1.4%
COc1ccc(S(=O)(=O)NC(=O)C2(C)CCN2C(=O)COc2ccc(Cl)cc2)cc1OC (configuration not stated),9.8%,·,1.3%,·,0.0%,0.1,i,8.3%,27.7%
O=S(=O)(NCc1cccnc1)c1ccc(Cl)c(Cl)c1,5.7%,0.5%,-2.9%,-1.8%[9.22 µM],-0.2%,13.6,i,0.2%,-1.0%

# The final three entries of the part before open the next one:
SMILES,HT1080 IDH1KD tx,MCF10A rereplic,HepG2 viability,SW480 rerep,KB-3-1 cytotox,IL1B secr inh,ATXN viability,ATXN2 expr inh,HT1080-NT tox
Cc1ccc(NC(=O)C2Cc3ccccc3CN2C(=O)c2ccco2)cc1S(=O)(=O)N(C)C (configuration not stated),1.0%,-6.6%,3.1%,?,14.4%,-12.9,i,66.0%[activator],-1.4%
COc1ccc(S(=O)(=O)NC(=O)C2(C)CCN2C(=O)COc2ccc(Cl)cc2)cc1OC (configuration not stated),9.8%,·,1.3%,·,0.0%,0.1,i,8.3%,27.7%
O=S(=O)(NCc1cccnc1)c1ccc(Cl)c(Cl)c1,5.7%,0.5%,-2.9%,-1.8%[9.22 µM],-0.2%,13.6,i,0.2%,-1.0%
CC(C)CN1C(=O)c2ccc(C(=O)NCc3ccc4c(c3)OCO4)cc2C1=O,13.6%,-0.2%,-4.7%,-5.5%,13.6%,44.7,i,-36.3%,20.1%
COc1ncccc1-c1cc2nc(NCCCN(C)C)n(C)c(=O)c2s1,-27.2%,·,-39.8%,·,0.0%,-4.0,i,-20.4%,-23.3%
CC(C)Nc1nnc(SCc2cc(=O)n3ccsc3n2)s1,-2.0%,0.3%,-7.1%,2.0%,7.3%,11.4,i,4.0%,6.9%
NC(=O)CSc1nnc(NC(=O)C23CC4CC(CC(C4)C2)C3)s1,0.2%,-0.5%,10.6%,2.8%,15.7%,8.1,i,45.4%[activator],-3.0%
Cc1[nH]nc(-c2cccnc2)c1N=NN(C)C,20.6µM*,1.64µM*,14.1µM*,2.59µM*,?,-103.7*,·,0.0%,20.6µM*
C[C@H](NS(=O)(=O)c1ccc(Cl)cc1)C(=O)OCC(=O)N1CCOCC1,0.0%,-7.4%,-13.2%,-9.1%,25.4%,3.8,i,3.3%,6.1%
CN(C)C(=O)C#Cc1ccccc1,24.9%,-4.1%,4.4%,-11.4%,3.0%,-9.8,i,6.3%,15.9%
CCOc1ccccc1NC(=O)C(C)SCc1ccccc1 (configuration not stated),-18.7%,7.5%,-6.4%,23.0%,-4.4%,16.5,i,-7.5%,-18.0%
O=C(CSc1nc2ccccc2[nH]1)c1ccc2c(c1)OCO2,0.7%,-1.4%,-16.8%,7.4%,-8.9%,1.9,i,52.6%[activator],?
O=C(N/N=C/c1ccc(OCc2ccccc2)cc1)c1cc[n+](Cc2ccccc2)cc1,3.8%,-0.5%,8.0%,0.9%,3.3%,-12.8,i,25.9%,4.1%
Cc1ccc(OCCSc2nc3ccc(NC(=O)c4ccc(F)cc4)cc3s2)cc1,·,·,0.3%,·,14.9%,·,i,2.8%,·
CC(=O)NCc1nc2ccccc2n1Cc1ccccc1F,5.0%,-3.7%,-2.5%,-0.2%,1.5%,7.9,i,1.6%,5.8%
O=C(Oc1ccccc1)n1c(=S)oc2ccccc21,3.8%,8.4%,-0.5%,-1.4%,9.9%,37.6,i,-8.8%,2.0%
CC1CCCCC1N=C1NC(C)(C)CS1 (configuration not stated),13.8%,?,-1.5%,-0.7%,3.7%,37.7,i,-16.8%,20.2%
CC(C)(C)OC(=O)C[C@H]1C/C=C\C[C@@H](CC(=O)N[C@H](CO)Cc2ccccc2)C(=O)NCCOC1=O,14.6%,0.9%,-16.3%,-12.0%,-18.9%,-14.9,i,6.6%,0.0%
CC1CCc2nc3ncn(CC(=O)Nc4cccc(C#N)c4)c(=O)c3cc2C1 (configuration not stated),·,·,-3.7%,·,1.1%,·,?,12.2%,·
CCN(CC)S(=O)(=O)c1cc(NC(=O)COC(=O)Cn2cnc3ccccc32)ccc1C,15.3%,5.1%,-18.6%,-4.2%,6.3%,8.1,i,0.5%,11.1%
C/C(=N\NC(=O)c1cc(C)oc1C)c1ccc(N2CCOCC2)cc1,2.1%,-4.5%,7.1%,7.2%,-17.6%,0.0,i,-0.4%,-0.8%
CC1CCC(NC(=O)C2c3ccccc3C(=O)N2CCCN2CCOCC2)CC1 (configuration not stated),3.3%,-1.3%,1.4%,-0.1%,7.8%,9.8,i,-5.0%,3.1%
C=CCN1C(=O)C(O)(CC(=O)c2ccccn2)c2ccccc21 (configuration not stated),-16.5%,28.6%,13.0%,?,-3.7%,10.6,i,6.2%,-13.2%
Cc1nnc(NC(=O)CSc2nnc(-c3ccoc3C)n2CC(C)C)s1,8.0%,-0.6%,-17.4%,-5.9%[9.22 µM],-1.4%,-8.5,i,0.9%,1.3%
Cc1ccc2nc(-c3ccc(NC(=O)CCS(=O)(=O)c4ccccc4)cc3)sc2c1,-3.3%,23.8%,-23.9%,?,-1.2%,-23.3,i,-23.7%,-20.7%
Brc1cccc(OCCN2CCOCC2)c1,-0.5%,-1.0%,-1.1%,2.2%,-3.9%,-1.1,?,·,-8.9%
O=S(=O)(c1cccc(-c2n[nH]c(=S)n2C2CCCC2)c1)N1CCOCC1,-21.3%,-0.1%,-2.6%,3.0%,-19.6%,50.0,i,-11.0%,-19.0%
C=CCC1(N(C(C)=O)c2ccccc2)CCCCC1,21.0%,5.9%,-3.0%,-0.9%,15.3%,9.3,i,1.8%,21.1%
Cc1ccc2cccc(SCC(=O)NCC#N)c2n1,-0.5%,-3.2%,-6.0%,-1.5%,4.1%,45.7,i,-11.4%,-0.7%
NC(=O)c1ncn([C@@H]2O[C@H](CNCc3c(OCc4ccccc4F)ccc4ccccc34)[C@@H](O)[C@H]2O)n1,7.3%,-4.7%,0.1%,-3.8%,0.0%,-18.7,i,-1.6%,5.7%
Cc1cc(/C=C2\SC(=Nc3ccccc3)NC2=O)c(C)n1-c1ccc(S(N)(=O)=O)cc1,5.17µM*,17.4%,-51.5%,7.31µM*,4.11µM*,-12.9,i,?,7.31µM*
CC(C)CN1CCC(CN2CCNC(=O)C2=O)CC1,3.0%,-1.1%,5.1%,102.0%,-10.2%,8.1,i,5.6%,-0.2%
Cc1ccc(C(=O)Nc2sc3c(c2C(=O)NCc2ccco2)CCC(C(C)(C)C)C3)cc1 (configuration not stated),·,·,-1.5%,·,5.7%,·,i,1.5%,·
N#CC(C(=O)NCc1ccco1)c1nc2ccccc2nc1N1CCOCC1 (configuration not stated),-8.2%,18.2%,-35.5%,-1.0%[9.22 µM],-0.1%,-13.9,i,5.9%,-20.0%
N#Cc1cn(CC(=O)NCC2CCCO2)c2ccccc12 (configuration not stated),?,3.2%,6.7%,0.6%,12.5%,11.0,i,1.7%,-3.9%
Fc1cccc(-c2nnn3c2nc(NCCc2ccccc2)c2ccccc23)c1,·,·,-10.5%,·,23.3%,·,i,27.7%,·
C/C(=N\NC(=O)c1nnn(-c2nonc2N)c1CN1CCCCCC1)c1ccc(Br)cc1,-5.0%,3.9%,0.3%,-3.2%,-2.8%,-9.4,i,-12.2%,-16.7%
CCCCn1c(SCC(=O)Nc2ccc(C)c(S(=O)(=O)N3CCOCC3)c2)nnc1C(CC)N(C)C (configuration not stated),-7.3%,0.3%,6.2%,-3.9%,-5.0%,-13.9,i,7.4%,1.1%
Cc1ccc(C(=O)N2CCN(Cc3ccc4c(c3)OCO4)CC2)cc1[N+](=O)[O-],-3.6%,?,-9.5%,?,?,-56.6*,i,-26.3%,-16.9%
Cc1cccc2c(CC(=O)Nc3ccccc3)noc12,19.2%,-12.2%,-4.2%,5.0%,16.1%,-3.0,i,1.6%,13.9%
